Source: PubChem (National Center for Advancing Translational Sciences (NCATS))
AmpC detergent – AmpC beta-lactamase inhibition with detergent present | P00811 | AmpC hydrolysis of nitrocefin, absorbance 480 nm, 0.01% Triton | Potency, µM (highest dose often 114 µM), inactives show top-dose activity change, negative = inhibition, actives largely listed as inhibitors | 0.041% of 370,000 active;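 also: potency is read from the fitted curve at half-maximal effect; 0% = no-compound wells and -100% = no-enzyme wells; nearly all actives have a fitted effect of over 25% in size; some results filed as inactive show a strong effect at the top dose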
Target sequence (P00811 whole entry, looked up): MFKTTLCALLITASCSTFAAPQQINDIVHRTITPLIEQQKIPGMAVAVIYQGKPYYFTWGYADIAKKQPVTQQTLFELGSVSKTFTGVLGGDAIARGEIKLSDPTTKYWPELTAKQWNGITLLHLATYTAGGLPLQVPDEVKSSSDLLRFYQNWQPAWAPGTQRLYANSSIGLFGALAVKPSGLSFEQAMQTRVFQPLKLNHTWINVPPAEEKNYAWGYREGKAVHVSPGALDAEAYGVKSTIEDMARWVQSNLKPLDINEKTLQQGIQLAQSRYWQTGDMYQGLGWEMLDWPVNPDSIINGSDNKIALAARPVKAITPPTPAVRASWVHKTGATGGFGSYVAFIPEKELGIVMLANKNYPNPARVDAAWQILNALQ
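20 mM phosphate pH 7.0 + 0.01% (detergent screen) or 0.0001% Triton X-100; 5.3 nM AmpC reagent; cpd preinc 15 min RT; nitrocefin (800 uM stock) to start; A480 q20 s × 4 min; Activity was normalised to no-enzyme and no-compound control wells.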
Cycloheximide cs – affects cycloheximide protein synthesis inhibition readout, counter-screen; AID 2314; 12% of 300,000 active; cell reporter, cycloheximide protein synthesis inhibition counterscreen; max response, %; in the data active = max response mostly above about 13%, no sharp cut-off; inactive = mostly below about 14%; also: read at 38.3 µM for the half of the compounds with a filed dose; 0% is about no effect
HCMV antiviral – blocks human cytomegalovirus replication; HFF cells, HCMV-luciferase reporter, 72 h; hits give low values; activity change, negative = inhibition, % at 57.5 µM; AID 1259415; 4.5% of 410,000 active; in the data active = activity change below about -60%; inconclusive = no clear call, values can overlap the other calls; inactive = above about -39%; also: % is scaled to controls: 0 for no effect and ±100 for the full control effect
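HFF cells seeded 16 h at 37C, treated with compounds, infected with luciferase-reporter HCMV at MOI 1 PFU/cell; luciferase read at 72 h post infection, normalized to buffer-only and Salinomycin controls.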
FBPA Giardia inh – blocks Giardia fructose-bisphosphate aldolase activity; purified Giardia FBPA; Potency, µM (doses to about 59.6 µM), for the others: at the top dose activity, negative = inhibition, actives largely listed as inhibitors; 0.71% of 290,000 active; AID 2451; also: potency is read from the fitted curve at half-maximal effect; % is scaled to controls: 0 for no effect and ±100 for the full control effect; nearly all actives have a fitted effect of over 55% in size
Target sequence (A8B2U2 whole entry, looked up): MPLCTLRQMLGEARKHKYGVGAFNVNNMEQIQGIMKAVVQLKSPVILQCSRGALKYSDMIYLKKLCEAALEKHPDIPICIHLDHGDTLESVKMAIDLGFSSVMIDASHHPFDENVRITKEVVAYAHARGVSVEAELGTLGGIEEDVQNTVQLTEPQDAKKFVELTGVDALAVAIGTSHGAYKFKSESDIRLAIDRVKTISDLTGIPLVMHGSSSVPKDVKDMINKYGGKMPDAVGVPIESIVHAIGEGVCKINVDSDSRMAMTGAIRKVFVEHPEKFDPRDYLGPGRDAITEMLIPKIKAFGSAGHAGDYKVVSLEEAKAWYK
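40 nM FBPA preincubated 10 min at RT with compound (up to 57.5 uM final), then substrate plus GAPDH/TPI/NAD/arsenate coupling and diaphorase/resazurin added. Fluorescence read after 20 min at RT, 525/598 nm.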
AmpC no deterg – inhibitors of E. coli AmpC beta-lactamase without detergent | 0.52% of 330,000 active | P00811 | AID 485341 | Potency, µM (series often up to 57.1 µM), for the others: at the highest dose activity change, negative = inhibition, hits mostly inhibitors | AmpC nitrocefin hydrolysis, absorbance 480 nm, 0.0001% Triton;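 also: potency is read from the fitted curve at half-maximal effect; plate controls were no compound for no effect and no enzyme for full effect; nearly all actives have a fitted effect of over 20% in size; some results filed as inactive show a strong effect at the top dose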
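20 mM phosphate pH 7.0 + 0.01% (detergent screen) or 0.0001% Triton X-100; 5.3 nM AmpC reagent; cpd preinc 15 min RT; nitrocefin (800 uM stock) to start; A480 q20 s × 4 min; Activity was normalised to no-enzyme and no-compound control wells.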
AMA1-RON2 inh – inhibitors of Plasmodium falciparum AMA1-RON2 interaction | AlphaScreen AMA1-biotinylated RON2 peptide binding | Potency, µM (doses to about 58.2 µM), inactives show top-dose activity change, negative = inhibition, hits mostly inhibitors | 0.2% of 360,000 active;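 also: potency is read from the fitted curve at half-maximal effect; 0% = vehicle wells and -100% = peptide control; nearly all actives have a fitted effect of over 45% in size; some results filed as inactive show a strong effect at the top dose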
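AMA1 (3D7) with his tag at 25 nM final met compounds first, then biotinylated RON2 peptide at 25 nM; detection used donor plus acceptor beads, 10 µg/mL apiece, read by AlphaScreen after 30 min at room temperature.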
Shiga toxin inh – inhibitors of Shiga toxin in Vero cells | 9.2% of 290,000 active | inhibition, % at 38.7 µM | Vero cells, Shiga toxin protein synthesis inhibition reporter; in the data active = inhibition mostly above about 28%, no sharp cut-off; inactive = mostly below about 43%; also: 0% is about no effect
* = called active by the depositor; ? = inconclusive; . = no result given; [ ] = remark or other dose. Unless noted, calls follow the shape of the dose curve; as a rule, active = well fitted curve in the direction sought with a large enough effect; inconclusive = small, poorly fitted or top-dose-only effect, or another doubt; inactive = no such curve, though single readings can be large; an effect the other way counts as inactive or inconclusive.

Codes – A = AmpC detergent; B = Cycloheximide cs; C = HCMV antiviral; D = FBPA Giardia inh; E = AmpC no deterg; F = AMA1-RON2 inh; G = Shiga toxin inh
CN1CCC/C1=C/C=C1\SC(=S)NC1=O
  A: -7% | B: 18 | C: 56 | D: ? | E: -15% | F: 10% | G: 35*
COc1cc(C(=O)NC(=S)N2CCN(C)CC2)cc(OC)c1OC
  A: . | B: . | C: -32 | D: . | E: -16% | F: 23% | G: .
COc1ccc(S(=O)(=O)n2nc(OC(=O)c3ccccc3)cc2N)cc1
  A: -13% | B: 5 | C: 99 | D: 14% | E: -34% | F: -11% | G: -10
CC(C)Oc1ccc2c(c1)OC(c1ccccc1)(C(F)(F)F)NC2=O (stereo not drawn)
  A: -8% | B: -4 | C: -18 | D: 4% | E: -24% | F: -8% | G: -4
O=C(NCc1cc(C(F)(F)F)ccc1Cl)c1cccc2c1C(=O)c1ccc(N3CCCCC3)cc1S2(=O)=O
  A: . | B: . | C: -4 | D: . | E: -13% | F: 18% | G: .
NS(=O)(=O)c1ccc(NC(=S)NNC(=O)CCC(=O)Nc2ccccc2Cl)cc1
  A: -5% | B: -2 | C: . | D: ? | E: -11% | F: 120%[activator] | G: -11
CSc1nc(-c2ccccc2)cc(C(F)(F)F)c1C#N
  A: 3% | B: -5 | C: -26 | D: 2% | E: -28% | F: 30% | G: -5
O=C(COC(=O)c1ccc(F)cc1Cl)NCc1ccco1
  A: -21% | B: . | C: -7 | D: . | E: -17% | F: -3% | G: .
CCOC(=O)C1=C(C)N(C)C(=O)NC1c1c(C)nn(-c2ccccc2)c1C (stereo not drawn)
  A: 7% | B: 0 | C: 78 | D: -5% | E: 40% | F: 4% | G: -9
CC(=O)Nc1ccc(NC(=O)c2cccc(C(=O)OC(C)C)n2)cc1
  A: 3% | B: 10 | C: -23 | D: 0% | E: 14% | F: -9% | G: -5
CN(Cc1ccc(O)cc1)C1CCCCC1
  A: ? | B: -6 | C: -10 | D: -4% | E: -20% | F: -1% | G: 10
Cc1ccc(OCc2nnc(SCC(=O)NCc3ccccc3)n2C)cc1
  A: 1% | B: -6 | C: 29 | D: 6% | E: 6% | F: -5% | G: -20
Cc1cc2nccc(-c3ccncc3)n2n1
  A: 3% | B: -1 | C: -64* | D: 5% | E: -23% | F: 8% | G: -4
Cc1ccc(S(=O)(=O)N2c3cc(C)ccc3OCC2C(C)(C)C)cc1 (stereo not drawn)
  A: -5% | B: 12 | C: -18 | D: -4% | E: -29% | F: 11% | G: 3
COc1cc(/C=C2\C(=N)N3N=C(C)SC3=NC2=O)cc(OC)c1OCCOc1ccccc1C
  A: -14% | B: 0 | C: -14 | D: -3% | E: -7% | F: 101%[activator] | G: .
COc1cccc(C(NC(C)=O)c2ccc3cccnc3c2O)c1 (stereo not drawn)
  A: -9% | B: 0 | C: -99* | D: -24% | E: -17% | F: -81% | G: -6
CCc1ccccc1NC(=O)NC1CC2CCC(C1)N2Cc1ccco1 (stereo not drawn)
  A: -13% | B: -4 | C: -16 | D: 5% | E: -37% | F: 19% | G: -8
Cn1c(C(=O)c2ccccc2[N+](=O)[O-])nc2ccccc21
  A: -1% | B: 4 | C: 147 | D: ? | E: 5% | F: -5% | G: 15
CCCCN(C)C(=S)Nc1ccsc1C(=O)OC
  A: 5% | B: 10 | C: 0 | D: 5% | E: -15% | F: 9% | G: 4
COc1ccc(C(=O)NC2CC2)cc1OC1CCN(Cc2ccccc2O)CC1
  A: 6% | B: -1 | C: -12 | D: . | E: -2% | F: -8% | G: -9
Cc1oc(CSCC2CCCO2)cc1C(=O)O (stereo not drawn)
  A: ? | B: 1 | C: 50 | D: -5% | E: -19% | F: -9% | G: -1
CCOc1ccccc1OCCC(=O)OCC(=O)Nc1c(C)cc(C)cc1C
  A: 2% | B: . | C: 0 | D: . | E: 29% | F: 12% | G: .
COc1cc(OC)c(OC)cc1CNCCNC(=O)c1ccco1
  A: 3% | B: -3 | C: 3 | D: ? | E: -6% | F: -21% | G: -6
COc1ccc(C(=O)Oc2c(OC)cc(C(=S)N3CCOCC3)cc2OC)cc1
  A: ? | B: -2 | C: 21 | D: 6% | E: 124%[activator] | F: -11% | G: 23
CCCCOc1ccc2c(c1)/C(=C(\C(Cl)=C(Cl)Cl)[N+](=O)[O-])N2
  A: 3% | B: -1 | C: 52 | D: -6% | E: -39% | F: -3% | G: 2
CCn1c(SCC(=O)Nc2cc(C)on2)nnc1-c1ccc(C)cc1
  A: 3% | B: -4 | C: -29 | D: 7% | E: -29% | F: 3% | G: 16
Nc1nnc(SCCOc2cccc(Br)c2)s1
  A: -6% | B: 11 | C: 15 | D: . | E: 13% | F: 2% | G: 46
CCOC(=O)c1c(-c2ccccc2)oc2ccc(OC(C)=O)cc12
  A: -11% | B: -2 | C: 8 | D: 0% | E: 17% | F: 28% | G: -13
COc1ccc(-c2nn(C)c(=O)c3ccccc23)cc1NS(C)(=O)=O
  A: -15% | B: -2 | C: 263 | D: -12% | E: -10% | F: 2% | G: -6
Cc1cc(-n2c(C)cc(C(=O)COC(=O)CN=C3NS(=O)(=O)c4ccccc43)c2C)no1
  A: -15% | B: -3 | C: -28 | D: 4% | E: -39% | F: -9% | G: 9
Cc1ccc([N+](=O)[O-])c(OCc2ncc(Cl)n2C)c1
  A: -12% | B: 39* | C: 132 | D: -9% | E: -10% | F: -16% | G: 72*
C=Cn1c(C(=O)O)ccc1-c1ccc(CC)cc1
  A: -5% | B: 42* | C: -6 | D: ? | E: -28% | F: -4% | G: 35
COc1ccc2c(c1)C(=O)N(c1ccc(C)cc1C)C(=O)C2
  A: 3% | B: 8 | C: ? | D: -4% | E: -19% | F: -11% | G: 12
O=C(CCCOc1ccc(Cl)cc1)NCC1CCCO1 (stereo not drawn)
  A: -6% | B: 4 | C: -33 | D: 4% | E: 10% | F: 25% | G: 9
CN(CCNC(=O)C1CCN(S(=O)(=O)N2CCOCC2)CC1)CCc1ccccc1
  A: 11% | B: -1 | C: 4 | D: 22% | E: 13% | F: -7% | G: 10
CC1CC(C)CN(CCCOc2ccccc2[N+](=O)[O-])C1 (stereo not drawn)
  A: -3% | B: -2 | C: 8 | D: ? | E: -7% | F: 2% | G: 16
Cc1cc(C)c2c(n1)SCC(=O)N2CC(=O)Nc1ccc(F)cc1
  A: -10% | B: 1 | C: 2 | D: -4% | E: -25% | F: -2% | G: 5
COC(=O)c1c(NC(=O)C2COc3ccccc3O2)sc2c1CCN(Cc1ccccc1)C2 (stereo not drawn)
  A: -9% | B: 2 | C: ? | D: -10% | E: 39% | F: -12%[11.6 µM] | G: -2
CCCNc1nc(Nc2ccc(C)cc2)nc(N2CCCC2)n1
  A: -5% | B: -2 | C: . | D: 3% | E: -26% | F: -12% | G: -3
COc1cc(NC(=O)COC(=O)CSc2cc(C)ccc2C)c(C)cc1[N+](=O)[O-]
  A: -2% | B: 20 | C: -5 | D: 1% | E: -6% | F: -5% | G: -1
CCOCCCNC(=O)CN1C2CCC1CC(O)(c1ccc(OC)cc1)C2 (stereo not drawn)
  A: ? | B: -2 | C: 11 | D: 1% | E: -1% | F: -2% | G: 12
O=[N+]([O-])c1cc(S(=O)(=O)/N=C(/c2ccccc2)N2CCOCC2)ccc1Cl
  A: 3% | B: 6 | C: -32 | D: -9% | E: 10% | F: -14% | G: -4
CC(C)CN(C(=O)COC(=O)Cc1c[nH]c2ccccc12)C1CCS(=O)(=O)C1 (stereo not drawn)
  A: 3% | B: 5 | C: 65 | D: 3% | E: 9% | F: -11% | G: -15
O=C(CCc1c[nH]c2ccccc12)N[C@@H](Cc1c[nH]c2ccc(O)cc12)C(=O)O
  A: -9% | B: 1 | C: -25 | D: 2% | E: -16% | F: 4% | G: -2
COc1ccccc1N1CCN(C(=O)C2CC(=O)N(c3ccccc3)C2)CC1 (stereo not drawn)
  A: 6% | B: -4 | C: 12 | D: -1% | E: 27% | F: 5% | G: -3
CC(=O)Cc1cc(O)c2ccccc2c1OC(=O)c1ccc(Br)cc1
  A: 9% | B: 0 | C: -9 | D: ? | E: -29% | F: -7% | G: 16
CC(C)CN(C(=O)CSc1ncnc2ccccc12)C1CCS(=O)(=O)C1 (stereo not drawn)
  A: 6% | B: . | C: -21 | D: . | E: -21% | F: -3% | G: .
Cc1ccc(C)n1-n1cnc2sc(-c3ccccc3)cc2c1=O
  A: -9% | B: 14* | C: -34 | D: -6% | E: -24% | F: ? | G: 19
CC(C)Sc1nnc(NC(=O)c2ccc3c(c2)OCO3)s1
  A: -3% | B: 24* | C: 81 | D: . | E: -40% | F: -1% | G: 56*
Cc1ccc(S(=O)(=O)Nc2ccc(C(=O)N3CCN(c4ccccc4O)CC3)cc2)cc1[N+](=O)[O-]
  A: ? | B: . | C: -23 | D: . | E: -26% | F: 3% | G: .
O=C(NNS(=O)(=O)c1ccccc1)c1cc2cc3ccccc3nc2s1
  A: 10% | B: 11 | C: 87 | D: -10% | E: -14% | F: 41%[activator] | G: 54*

Arranged by formula weight (smallest number first): part of the list above.
Codes – A = AmpC detergent; B = Cycloheximide cs; C = HCMV antiviral; D = FBPA Giardia inh; E = AmpC no deterg; F = AMA1-RON2 inh; G = Shiga toxin inh
Cc1ccc(C)n1-n1cnc2sc(-c3ccccc3)cc2c1=O
  A: -9% | B: 14* | C: -34 | D: -6% | E: -24% | F: ? | G: 19
CC(C)Sc1nnc(NC(=O)c2ccc3c(c2)OCO3)s1
  A: -3% | B: 24* | C: 81 | D: . | E: -40% | F: -1% | G: 56*
CCOCCCNC(=O)CN1C2CCC1CC(O)(c1ccc(OC)cc1)C2 (stereo not drawn)
  A: ? | B: -2 | C: 11 | D: 1% | E: -1% | F: -2% | G: 12
COc1ccccc1N1CCN(C(=O)C2CC(=O)N(c3ccccc3)C2)CC1 (stereo not drawn)
  A: 6% | B: -4 | C: 12 | D: -1% | E: 27% | F: 5% | G: -3
O=C(CCc1c[nH]c2ccccc12)N[C@@H](Cc1c[nH]c2ccc(O)cc12)C(=O)O
  A: -9% | B: 1 | C: -25 | D: 2% | E: -16% | F: 4% | G: -2
CC(=O)Cc1cc(O)c2ccccc2c1OC(=O)c1ccc(Br)cc1
  A: 9% | B: 0 | C: -9 | D: ? | E: -29% | F: -7% | G: 16
CC(C)CN(C(=O)COC(=O)Cc1c[nH]c2ccccc12)C1CCS(=O)(=O)C1 (stereo not drawn)
  A: 3% | B: 5 | C: 65 | D: 3% | E: 9% | F: -11% | G: -15
Cc1ccc(S(=O)(=O)Nc2ccc(C(=O)N3CCN(c4ccccc4O)CC3)cc2)cc1[N+](=O)[O-]
  A: ? | B: . | C: -23 | D: . | E: -26% | F: 3% | G: .
